hERG WT inh: qHTS for Inhibitors of KCHN2 3.1: Wildtype qHTS | Voltage-gated inwardly rectifying potassium channel KCNH2 (Homo sapiens), Q12809 | U2OS, BacMam KCNH2, thallium flux FluxOr; active compounds read low | activity change, % at 1.84 µM | 340,000 compounds, 0.37% hits;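 active = maximum activity change below -70%; inconclusive = maximum activity change between -70% and -50%; inactive = maximum activity change above -50%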; also: % is scaled to controls: 0 for no effect and ±100 for the full control effect
Target sequence (Q12809 whole entry, looked up): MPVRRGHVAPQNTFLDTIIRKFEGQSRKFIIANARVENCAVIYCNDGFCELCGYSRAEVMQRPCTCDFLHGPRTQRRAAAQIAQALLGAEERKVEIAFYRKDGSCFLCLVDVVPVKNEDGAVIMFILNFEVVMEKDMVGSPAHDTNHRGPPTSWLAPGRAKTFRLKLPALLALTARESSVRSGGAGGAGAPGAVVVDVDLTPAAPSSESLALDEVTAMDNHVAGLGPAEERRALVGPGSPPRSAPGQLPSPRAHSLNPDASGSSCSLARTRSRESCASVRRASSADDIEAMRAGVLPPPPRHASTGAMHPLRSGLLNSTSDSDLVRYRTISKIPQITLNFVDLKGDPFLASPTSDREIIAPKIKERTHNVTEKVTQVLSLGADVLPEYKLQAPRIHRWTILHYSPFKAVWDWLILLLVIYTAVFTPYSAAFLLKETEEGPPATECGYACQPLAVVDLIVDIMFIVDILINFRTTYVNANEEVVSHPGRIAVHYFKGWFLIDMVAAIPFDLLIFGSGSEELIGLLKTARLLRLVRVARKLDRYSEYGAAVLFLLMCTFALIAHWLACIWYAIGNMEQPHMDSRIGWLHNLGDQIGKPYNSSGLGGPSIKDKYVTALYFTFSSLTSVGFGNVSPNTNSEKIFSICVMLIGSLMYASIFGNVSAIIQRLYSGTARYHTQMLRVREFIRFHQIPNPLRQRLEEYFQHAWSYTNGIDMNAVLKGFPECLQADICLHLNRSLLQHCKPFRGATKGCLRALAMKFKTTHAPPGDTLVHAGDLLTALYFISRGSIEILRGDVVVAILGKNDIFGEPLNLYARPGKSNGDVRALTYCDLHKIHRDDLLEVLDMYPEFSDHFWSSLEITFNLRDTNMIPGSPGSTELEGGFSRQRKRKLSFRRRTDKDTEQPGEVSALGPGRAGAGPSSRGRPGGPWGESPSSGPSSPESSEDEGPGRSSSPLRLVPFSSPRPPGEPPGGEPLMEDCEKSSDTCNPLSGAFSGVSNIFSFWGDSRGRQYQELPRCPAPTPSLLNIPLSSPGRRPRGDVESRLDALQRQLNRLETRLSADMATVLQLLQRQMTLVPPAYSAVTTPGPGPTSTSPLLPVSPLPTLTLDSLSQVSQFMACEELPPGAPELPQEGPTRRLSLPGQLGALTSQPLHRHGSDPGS
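U2OS cells transduced with wild-type KCNH2 virus are loaded with FluxOr dye for 45 min, and thallium flux is measured in kinetic reads before and after stimulation buffer. Rate constants are normalized to DMSO controls.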
AT treatment: qHTS Assay for Identifying a Potential Treatment of Ataxia-Telangiectasia; […] A-T fibroblasts, KAP-1 phosphorylation AlphaLISA; neocarzinostatin DNA damage 30 min before lysis; Potency, µM (highest dose often 57.5 µM), for the others: top-dose activation, hits mostly activators; 320,000 compounds, 0.19% hits; also: potency is read from the fitted curve at half-maximal effect; % of control where 0% means no effect; nearly all actives have a fitted effect of over 45% in size
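ATM-like activity read as KAP-1 phosphorylation via AlphaLISA donor/acceptor antibody pairs after lysis and 6 hr at 25C. Cells were ATM-null patient fibroblasts ([…], hTERT), dosed 60 min, then exposed to the DSB inducer NCS for 30 min.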
Chronic BCR inh: qHTS Assay to Find Inhibitors of Chronic Active B-Cell Receptor Signaling; ABC-DLBCL IkBa-CBG/CBR reporter, luminescence ratio, 4 h; Potency, µM (top dose mostly 46.1 µM), for inactives: at the highest dose ratio change, negative = lower green/red ratio, usual class: inhibitors; 340,000 compounds, 0.05% hits; AID 493014, 2011; active = well fitted inhibition curve with a large enough effect in the signal ratio, with a control signal flat, not every such curve was filed as active; inconclusive = small, poorly fitted or top-dose-only effect, or effect the other way, or a change in a side signal; the % refers to the signal ratio;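 also: potency is read from the fitted curve at half-maximal effect; plate controls were basal doxycycline-induced cells for no effect and cells given 10 µM MG132 for full effect; MG132 reads +100%, hits lower the ratio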
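Doxycycline induced both beetle luciferases in TMD8 lymphoma cells; IKK-driven degradation limits the IkappaBalpha-fused green signal, while red luminescence normalises for cell number and nonspecific effects. Compounds tested up to 46 uM, 4 hrs.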
GALK inh: qHTS Assay for Inhibitors of Human Galactokinase (GALK); Purified GALK, Kinase-Glo residual ATP luminescence; Potency, µM (titrated, usually from 57.5 µM), for the others: top-dose activity change, negative = inhibition, usual class: inhibitors; 270,000 compounds, 0.007% hits; AID 1868, 2009; also: potency is read from the fitted curve at half-maximal effect; % is scaled to controls: 0 for no effect and ±100 for the full control effect
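Luminescence from leftover ATP (Ultra-Glo luciferase/luciferin) served as read-out after a 1 h room-temperature reaction of 5 nM GALK with 35 uM ATP and 100 uM galactose.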
Coupling enz: qHTS Assay for Inhibitors of Fructose-1,6-bisphosphate Aldolase from Giardia Lamblia: Coupling assay counterscreen; AID 2472, 2010; 290,000 compounds, 0.67% hits; activity change, negative = inhibition, % at 58.2 µM, hits read low; coupling enzyme system counterscreen, AmpLite Red fluorescence; in the data active = activity change below about -30%; also: % is scaled to controls: 0 for no effect and ±100 for the full control effect
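Final compound at 57.5 uM, incubated 10 min at RT with coupling enzyme reagent (glyceraldehyde-3-phosphate), then 20 min with substrate and AmpLite Red detection. Fluorescence read at 525/598 nm; tests interference with the coupling assay, not aldolase inhibition.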
Tb PFK block: qHTS Assay to Find Inhibitors of T. brucei phosphofructokinase; ATP-dependent 6-phosphofructokinase (Trypanosoma brucei brucei), O15648; 330,000 compounds, 0.17% hits; T. brucei PFK, ADP-Glo luminescence; Potency, µM (series often up to 57.5 µM), without a hit: top-dose activity, negative = inhibition, usual class: inhibitors;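 also: potency is read from the fitted curve at half-maximal effect; 0% = uninhibited 1x PFK enzyme wells and -100% = no-enzyme wells; nearly all actives have a fitted effect of over 60% in size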
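PFK 1.25 nM, F6P 0.5 mM, ATP 0.1 mM, 0.1 M TEA pH 8.0, 5 mM MgCl2, 0.01% Tween20, 0.1% BSA; 45 min RT. ADP-Glo readout. qHTS titration up to 57 uM; curves fitted, compounds curve-classed.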
TSHR antagonist: Antagonists of the Thyroid Stimulating Hormone Receptor: HTS campaign; activity change, negative = inhibition, % at 11.5 µM; AID 504810, 2011; TSHR-expressing cells, TSH-stimulated cAMP HTRF, 2 h; active compounds read low; 330,000 compounds, 0.2% hits; Thyrotropin receptor (Homo sapiens), P16473;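 active = activity change below a set negative limit, meaning inhibition stronger than a set level, cut at about -70% in these data; inconclusive = activity change between two set negative limits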; also: % is scaled to controls: 0 for no effect and ±100 for the full control effect
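TSHR-expressing cells were treated with compounds, then stimulated with TSH at EC80 (4nM final) for 2 hours at 37 deg C. Cellular cAMP was measured by HTRF competition between lysate cAMP and cAMP-d2 for a cryptate-labelled anti-cAMP antibody.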
Giardia kill: Small Molecules that selectively kill Giardia lamblia: qHTS. Giardia lamblia trophozoite viability. activity change, % at 7.66 µM, hits read low. 340,000 compounds, 0.15% hits; in the data active = activity change below about -80%; inconclusive = between about -30% and that limit;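 also: parasites exposed to compound for two days anaerobically before the ATP read; % is scaled to controls: 0 for no effect and ±100 for the full control effect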
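Giardia lamblia trophozoites (100 cells/well) were incubated with compounds for 48 h at 37 deg C under anaerobic conditions. Viability was read as ATP content by one-step luminescence after 15-30 min at room temperature.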
CXXC DNA block: qHTS Fluorescence Polarization Assay for Inhibitors of MLL CXXC domain - DNA interaction; Histone-lysine N-methyltransferase 2A (Homo sapiens), Q03164; MLL-CXXC / FITC-HOXA9 DNA fluorescence polarization; Potency, µM (titrated, usually from 115 µM), inactives show at the highest dose activity change, negative = inhibition, actives largely listed as inhibitors; 290,000 compounds, 0.037% hits; active = well fitted inhibition curve with a large enough effect in the polarisation, with a control signal flat, not every such curve was filed as active; inconclusive = small, poorly fitted or top-dose-only effect, or effect the other way, or a change in a side signal; inactive = no such curve, though single readings can be large or run the other way; the % refers to the polarisation; also: potency is read from the fitted curve at half-maximal effect
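Fluorescence polarization: 7 uM MLL-CXXC (stock) preincubated 5 min with compounds, then 50 nM fluorescein-HOX-A9 DNA (stock) added; 30 min ambient. Buffer 50 mM Tris-HCl pH 7.5, 50 mM NaCl, 1 mM DTT, 0.05% BSA.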
TCR activator: Activators of T cell receptors: qHTS campaign | primary human leukocytes, anti-CD3, IL-2 HTRF, 48 h | AID 504894, 2011 | Potency, µM (top dose mostly 9.22 µM), without a hit: at the top dose activation of IL-2 secretion, most hits filed as activators | 330,000 tested, under 10 active; also: % of control where 0% means no effect
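Readout: HTRF IL-2, Eu-cryptate/d2 antibody pair, 320nm excitation, 665nm emission. Stimulus: a-CD3 beads, no co-stimulation. Cells: primary human leukocytes. Exposure: 48 hr with compound.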
An asterisk follows results filed as active; ? = inconclusive; . = no result given; [ ] = remark or other dose. Unless noted, calls follow the shape of the dose curve; as a rule, active = well fitted curve in the direction sought with a large enough effect; inconclusive = small, poorly fitted or top-dose-only effect, or another doubt; inactive = no such curve, though single readings can be large; an effect the other way counts as inactive or inconclusive.

SMILES | hERG WT inh | AT treatment | Chronic BCR inh | GALK inh | Coupling enz | Tb PFK block | TSHR antagonist | Giardia kill | CXXC DNA block | TCR activator
COc1ccc(CNc2oc(COc3ccc(Cl)cc3)nc2C#N)cc1 | -2 | -2% | -23% | 0% | 0 | -4% | -13 | -4 | 1% | -2%
CCN1CCS/C1=C\C=C\C1=[N+](CC)CCS1 | -9 | -11% | ? | 0% | 1 | 0% | -36 | 12 | 34%[activator] | -8%
CC1=NN(Cc2ccccc2)C(=O)C1C(c1ccncc1)C(C#N)C#N (configuration not stated) | -14 | 9% | ? | 2% | -1 | -1% | 18 | -18 | -20% | -1%
O=C(NNC1=NCCCCC1)c1ccccc1 | 25 | 1% | -1% | 3% | 1 | 4%[0.46 µM] | 8 | -28 | 2% | -2%
CCOc1ncccc1C(=O)OCC(=O)Nc1cccc(S(N)(=O)=O)c1 | 7 | 17% | 2% | 7% | 1 | 0% | 5 | 7 | 4% | 0%
Cc1cccc(N=Nc2c(C)[nH]n(C(N)=S)c2=O)c1C | . | -1% | ? | -1% | 0 | -5% | -10 | . | 18% | .
CN1CCN(c2ccc(C(CC(N)=O)NC(=O)Cc3ccc(Br)cc3)cc2[N+](=O)[O-])CC1 (configuration not stated) | 3 | -5% | ? | 6% | 1 | -15% | 13 | 14 | -16% | 10%
Cc1cc(N2CCN(C(=O)OC(C)(C)C)CC2)n2ncnc2n1 | 8 | 6% | -2% | 4% | 4 | 1% | 1 | -11 | 0% | 10%
COc1ccc(OC)c(N2C(=O)CCCC2=O)c1 | 1 | 3% | -1% | 0% | 1 | -3% | 7 | 2 | -12% | .
O=C(N/N=C/c1cccnc1)c1cc(-c2ccc(Br)cc2)nc2ccccc12 | 1 | -6% | ? | 6% | . | 0% | 5 | 3 | -10% | -2%
O=C(NC12CC3CC(CC(C3)C1)C2)c1ccc([N+](=O)[O-])cc1 | 19 | 7% | 6% | -2% | -1 | 0% | -25 | 9 | 21% | -7%
CC1(C)OC(=O)C(=NNc2ccc(Cl)cc2)C(=O)O1 | 6 | 3% | -3% | 0% | 0 | 0% | -8 | 9 | -8% | -30%
CCn1nc(C)c(CN2CCC(C(=O)Nc3cccc(-c4cccc(Cl)c4)c3)CC2)c1C | -94* | 1% | ? | -2% | . | -9% | 4 | -4 | 19% | 1%
Cc1ccc(S(=O)(=O)NC(CC(C)C)C(=O)Oc2ccc3c4c(c(=O)oc3c2)CCC4)cc1 (configuration not stated) | 11 | 4% | ? | -6% | -5 | 0% | 35 | -8 | -3% | -9%
CCOC(=O)Oc1ccc2c(c1)C(C)=CC(C)(C)N2C(=O)OCC | 7 | -2% | 4% | 5% | -7 | -14% | -16 | -5 | -4% | -10%
Cc1ccc(N(C(C)C(=O)Nc2cc(Cl)ccc2Oc2ccccc2)S(C)(=O)=O)cc1 (configuration not stated) | 5 | 2% | ? | 3% | 0 | 0% | -12 | 18 | 4% | .
Cc1cc(N2CCCCCC2)nc2ccccc12 | -8 | -1%[11.5 µM] | 4% | -1% | 2 | 1% | -2 | 0 | 7% | 3%
Cc1ccc(C(=O)NNC(=O)c2ccco2)cc1 | -2 | -3% | -12% | 1% | 1 | 2% | -4 | -9 | 25% | 4%[46.1 µM]
CC(=O)c1c(C)[nH]c(C(=O)Nc2cccc(S(=O)(=O)N3CCCC3)c2)c1C | 0 | 19% | ? | . | . | 2% | -16 | -7 | . | 8%
CCN(CC)S(=O)(=O)c1ccc(C(=O)NNC2=NS(=O)(=O)c3ccccc32)cc1 | 10 | -4% | 8% | -1% | 6 | -5% | 5 | 14 | 1% | 6%
CCOCCc1nnc(N)s1 | 18 | 4% | ? | -2% | 0 | 0% | -2 | 4 | 0% | -1%
O=C(Nc1ccc(S(=O)(=O)N2CCCC2)cc1)c1ccc(Cl)nc1 | 1 | -2% | ? | . | . | 2% | -7 | 9 | . | 2%
COc1ccc(C(c2nnnn2Cc2ccccc2)N2CCN(C(=O)c3ccco3)CC2)cc1OC (configuration not stated) | 19 | 9% | -1% | 2% | 2 | -1% | 9 | 10 | -5% | 1%
CCOC(=O)c1c(NC(=O)c2ccccc2)sc2c(O)c(CN(CC)CC)ccc12 | 0 | -5% | ? | -5% | 0 | 1% | -9 | -15 | -5% | 5%
O=S(=O)(NCC(c1cccnc1)N1CCOCC1)c1ccccc1 (configuration not stated) | . | -5% | ? | 8% | 4 | -6% | -5 | -12 | 3% | -1%
O=C(Cc1ccc(F)cc1)Nc1ccc(Cl)cn1 | -5 | 2% | 0% | 5% | 3 | -9% | 1 | -12 | -3% | .
Cc1nn(Cc2ccc(C(=O)NC3CCCCC3)o2)c(C)c1Br | -6 | 5% | ? | 0% | 0 | -2% | 6 | -5 | 7% | .
CCCCC(=O)Nc1sc2c(c1-c1nc3ccccc3s1)CCN(C(C)=O)C2 | . | -3% | -3% | -4% | -2 | 1% | -2 | . | 10% | .
O=C1CN(C(=O)c2ccc(Br)o2)C(c2ccccc2)c2cc(F)ccc2N1 (configuration not stated) | -7 | 8% | -4% | 0% | 2 | -2% | -2 | -13 | 3% | 2%
COCCNC(=S)NNC(=O)c1cc(-c2cccnc2)nc2ccccc12 | 2 | -6% | 3% | -3% | 0 | 0% | -11 | 2 | 7% | 7%
CCNS(=O)(=O)c1ccc2nc(NC(=O)/C=C/c3cc(OC)c(OC)c(OC)c3)sc2c1 | 2 | -6% | 0% | -3% | -3 | -3% | 0 | 10 | -8% | -2%[46.1 µM]
COc1cc(C[C@H](C)[C@H](C)Cc2ccc3c(c2)OCO3)ccc1O | -4 | ? | ? | -4% | 3 | 3% | -14 | 18 | -3% | 4%
Cc1ccc(N2CCN(C(=O)CN3C(=O)c4ccccc4C3=O)CC2)cc1 | 0 | 4% | -11% | -2% | -1 | 0% | -6 | -3 | 8% | 1%
Cc1ccc[n+](CC(=O)Nc2ccc([N+](=O)[O-])cc2)c1 | 0 | . | 0% | -2% | 1 | -2% | 9 | 1 | 4% | .
CCN1CCN(C(c2cccs2)C(C)NC(=O)NC2CCCCC2)CC1 (configuration not stated) | -4 | 0% | 0% | -1% | 0 | -1% | 3 | -2 | -5% | 0%
NS(=O)(=O)c1cc(C(=O)NCCOc2ccccc2)c(Cl)cc1Cl | -4 | -21% | -8% | 2% | 1 | -3% | 8 | 13 | -1% | -3%[46.1 µM]
CSCCC(NS(=O)(=O)c1ccc2c(c1)oc(=O)n2C)C(=O)NC1CCC(C)CC1 (configuration not stated) | -10 | 0% | 5% | 0% | 3 | -1% | 14 | 14 | 7% | 6%[46.1 µM]
Cn1nc(C(=O)N2CCN(c3ccccc3F)CC2)c2c1-c1ccccc1S(=O)(=O)C2 | 4 | 2% | -22% | -1% | -1 | 0% | -5 | -6 | 12% | 0%
O=C(Cn1cnc2cc([N+](=O)[O-])ccc2c1=O)Nc1cccc2ccccc12 | 7 | 6% | 8% | -4% | 0 | 6% | 14 | 18 | 28% | -1%
O=C(NN1CCOCC1)c1cccc(Cl)c1 | -6 | -3% | ? | 5% | 3 | -2% | 15 | -10 | -2% | -3%
O=C(CSc1nnc(C2CC2)n1-c1ccccc1)NCCc1ccccc1 | 10 | -3% | 17% | 2% | 1 | -5% | 8 | 6 | 9% | -5%
O=C(NC1CCN(Cc2ccccc2)CC1)c1cccc(S(=O)(=O)Nc2ccc(Br)cc2)c1 | -3 | -2% | 1% | . | . | 14% | 8 | 4 | . | 0%
Cc1cc(C)c2[nH]c(=O)c(C(c3nnnn3C(C)(C)C)N3CCN(C(=O)c4ccco4)CC3)cc2c1 (configuration not stated) | -2 | 0% | 0% | -2% | 0 | 0% | -4 | -18 | 0% | -5%
CC(=O)c1ccc(NC(=O)c2cccc(NC(=O)c3ccccc3)c2)cc1 | -4 | 6% | 0% | -3% | 1 | 0% | 3 | -15 | 59%[activator] | .
Cc1ccc(C23CC4CC(CC(C(=O)NN)(C4)C2)C3)cc1 | -11 | 0% | 1% | 0% | 2 | 0% | 2 | -1 | -3% | -1%

Rows are unselected; about 1.6% have a hit in one of these screens.
